Mm-Cpn inhibitor: blocks the Methanococcus maripaludis chaperonin Mm-Cpn | 0.031% of 330,000 active | AID 504842 | Potency, µM (titrated, usually from 76.9 µM), without a hit: at the highest dose activity, negative = inhibition, most hits filed as inhibitors | purified Mm-Cpn ATPase, ADP Transcreener TR-FRET; also: potency is read from the fitted curve at half-maximal effect; % is scaled to controls: 0 for no effect and ±100 for the full control effect; nearly all actives have a fitted effect of over 80% in size
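ATPase turnover read by TR-FRET ADP competition (Eu cryptate antibody/ADP-d2, 665/590 nm): 10uM ATP final, 25nM Mm-CPN final, 30 min 37degC after 10-min compound preincubation, pH 7.4 Tris/KCl/MgCl2/DTT buffer.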
CCT modulator: cytosolic chaperonin activity modulation; purified chaperonin ATPase assay, HTRF ADP detection, 30 min; activity change, % (test concentration not listed), hits read low; 0.3% of 360,000 active; AID 651819; in the data active = activity change below about -30%; also: % is scaled to controls: 0 for no effect and ±100 for the full control effect
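TRiC at 40 or 20 nM final (batch-dependent) in 30 mM Tris pH 7.4, 100 mM KCl, 5 mM MgCl2, 1 mM DTT, with compound at single 76 uM and 10 uM ATP, 30 min at 37 deg C. ADP detected by HTRF Transcreener, 665/615 ratio.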
Nrf2 block: blocks Nrf2 signaling. Potency, µM (series often up to 46 µM), without a hit: top-dose activity change, negative = inhibition, hits mostly inhibitors. 2.1% of 360,000 active. AID 504444. A549 ARE-Fluc reporter, luciferase luminescence, 18-24 h; also: potency is read from the fitted curve at half-maximal effect; % is scaled to controls: 0 for no effect and ±100 for the full control effect; nearly all actives have a fitted effect of over 60% in size
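Two sequential reads on A549 ARE_Fluc cells exposed to compound for 18-24 h: a CellTiter-Fluor fluorescence read for viability, then a luciferase luminescence read for Nrf2/ARE activity.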
HepG2 viability: counter-screen for TGF-b inhibitors: cytotoxicity in HepG2 cells. HepG2 CAGA-GFP viability, ATP luminescence, 18 h. Potency, µM (series often up to 46.1 µM), inactives show top-dose activity change, negative = cytotoxicity, hits mostly cytotoxic. 0.76% of 410,000 active; also: potency is read from the fitted curve at half-maximal effect; some results filed as inactive show a strong effect at the top dose
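HepG2 CAGA-GFP cells (1000/well, DMEM with 1% FBS) received compound, then TGF-beta at 500 pg/mL final, and were incubated 18 hours at 37 degrees C. Viability was read by CellTiter-Glo luminescence. Media-only wells were set as complete cell-killing and DMSO as no toxicity.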
TGFb SMAD3 inh: inhibitors of TGF-b signaling. HepG2 CAGA-GFP TGF-b/SMAD3 reporter, GFP fluorescence, 18 h; TGF-beta stimulated, 500 pg/mL final. Potency, µM (titrated, usually from 46.1 µM), for inactives: at the top dose activity, negative = inhibition, hits mostly inhibitors. 1.2% of 410,000 active; also: potency is read from the fitted curve at half-maximal effect; % is scaled to controls: 0 for no effect and ±100 for the full control effect; nearly all actives have a fitted effect of over 65% in size
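TGF-beta reporter screen: HEPG2 CAGA-GFP, 1% FBS, 500 pg/mL TGF-beta final, 18 h; per-cell GFP summed per well; curves fitted and categorized by class.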
Abeta yeast res: restores growth of yeast expressing A-beta42 peptide | AID 1347071 | 0.063% of 410,000 active | Potency, µM (top dose mostly 46.1 µM), for inactives: at the top dose growth rescue, most hits filed as activators | yeast expressing A-beta42, growth rescue, OD600, 48 h; response scale: 0% DMSO, 100% iron-clioquinol control; also: potency is read from the fitted curve at half-maximal effect; nearly all actives have a fitted effect of over 55% in size
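Growth rescue measured by 600 nm absorbance after 48 h yeast culture at 30 C with compound. Values normalized between DMSO and an equimolar ferric chloride plus clioquinol control.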
pAkt inh: Akt phosphorylation inhibition; Neuro2A IGF-stimulated pAkt S473 HTRF, 20 min; stronger effect = lower value; activity change, % for hits at 50 µM; 0.32% of 360,000 active; in the data active = activity change below about -80%; inconclusive = mostly about -51% to -80%; also: % is scaled to controls: 0 for no effect and ±100 for the full control effect
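Neuro2A cells (4,500/well, DMEM with 0.5% FBS) were treated with compound at a single 50 µM final concentration, stimulated with 6 nM IGF for 20 min at 37 °C, and lysed. Phospho-Akt Ser473 was read by HTRF as 665/615 ratio ×10^4.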
A549 viability: A549 cytotoxicity, counter-screen for Nrf2 inhibitors | A549 ARE-Fluc cells, CellTiter-Fluor viability, 18-24 h | Potency, µM (series often up to 46 µM), for the others: top-dose activity change, negative = cytotoxicity, actives largely listed as inhibitors | 0.16% of 390,000 active; also: potency is read from the fitted curve at half-maximal effect; % is scaled to controls: 0 for no effect and ±100 for the full control effect
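Cytotoxicity counterscreen: CellTiter-Fluor fluorescence was measured in A549 ARE_Fluc cells after 18-24 h of compound exposure in a concentration series. The subsequent BugLite luminescent read reports ARE-luciferase activity.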
Nrf2 activator: activates Nrf2 signaling; 0.31% of 410,000 active; Potency, µM (titrated, usually from 46.1 µM), for inactives: top-dose activation, most hits filed as activators; AID 624171; AREc32 ARE-luciferase reporter (MCF7-derived line), luminescence, 24 h; also: potency is read from the fitted curve at half-maximal effect; % of control where 0% means no effect; nearly all actives have a fitted effect of over 65% in size
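ARE activation measured as luciferase luminescence (Steady-Glo, 30 min RT) in AREc32_Fluc cells after 24 hr compound exposure at 37 deg C, 5% CO2; cells seeded overnight at 1000/well in OPTI-MEM, 5% FBS.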
* hit, by the source's call; i = inactive; ? = inconclusive; . = not tested or not shown; [ ] = remark or other dose. Unless noted, calls follow the shape of the dose curve; as a rule, active = well fitted curve in the direction sought with a large enough effect; inconclusive = small, poorly fitted or top-dose-only effect, or another doubt; inactive = no such curve, though single readings can be large; an effect the other way counts as inactive or inconclusive. The order is random; 4.3% or so of the library scored in one or more.

No.	mol	Mm-Cpn inhibitor	CCT modulator	Nrf2 block	HepG2 viability	TGFb SMAD3 inh
1	CCN(CC)C(=O)CSc1nnc([C@@H](N)C(C)C)o1	0%	-0.8	2%	-2%	2%
2	CCOC(=O)N1CCN(c2c(NCCCN(CC)c3cccc(C)c3)c(=O)c2=O)CC1	1%	-5.0	.	-3%	-14%
3	COc1ccc(N/C=C\C(=O)c2ccc3ccccc3c2)cc1	-1%	0.8	?	1%	7%
4	C[C@H]1CN=C(Nc2ccccc2)N1CCc1ccc(F)cc1	1%	0.5	7%	-4%	9%
5	O=C(NCc1nc2cccnc2n1Cc1ccc(F)cc1)c1ccccc1C(F)(F)F	.	.	.	-3%	?
6	O=C(Nc1nnc(-c2ccccc2)o1)c1cccc(N2C(=O)CCC2=O)c1	3%	-1.2	1%	-15%	-8%
7	Cn1c(=O)cc(SCC(=O)Nc2ccc3c(c2)OCO3)c2ccccc21	-8%	-8.4	?	-18%	-28%
8	N=c1c2c3c(sc2nc2n1CCC2)CCCC3	2%	-1.4	10%	1%	1%

No.	Abeta yeast res	pAkt inh	A549 viability	Nrf2 activator
1	-10%	i	-10%	-0.5%
2	-7%	.	2%	-0.5%
3	4%	i	-8%	2.4%
4	10%	i	3%	0.2%
5	-12%	.	3%	0.5%
6	7%	i	0%	0.1%[9.22 µM]
7	10%	i	-25%	0.5%
8	4%	i	14%	-0.8%

(further entries)
No.	mol	Mm-Cpn inhibitor	CCT modulator	Nrf2 block	HepG2 viability	TGFb SMAD3 inh
9	Cc1ccccc1N(C(=O)c1csnn1)C(C(=O)NC(C)(C)C)c1ccncc1 (centres undefined)	0%	-0.4	3%	-1%	-6%
10	NC(=O)c1ccccc1NC(=O)Nc1cccc2ccccc12	-9%	-0.7	-4%	-1%	-2%
11	COc1cccc(C(=O)NCCS(=O)(=O)NCc2ccc3c(c2)OCO3)c1	0%	-0.9	3%	2%	13%
12	CCc1cccc(C)c1NS(=O)(=O)c1c(C(=O)N2CCCCCC2)c(C)n(C)c1C	.	.	-16%	-21%	-7%
13	CC(/C=C1\SC(=S)N(CCC(=O)Nc2ccccc2O)C1=O)=C\c1ccccc1	-8%	-1.2	-15%	11%	-21%
14	Nc1nc(N2CCCCC2)nc(N2CCCCC2)n1	-3%	-1.2	-1%	3%	12%
15	CCc1ccc2[nH]c(=O)c(CN(Cc3cccs3)Cc3nnnn3Cc3ccccc3)cc2c1	.	.	?	-3%	?
16	CC(OC(=O)COc1ccccc1Cc1ccccc1)C(=O)N(C)c1ccccc1 (centres undefined)	0%	-2.7	-10%	-15%	-10%

No.	Abeta yeast res	pAkt inh	A549 viability	Nrf2 activator
9	-6%	i	-2%	0.2%
10	0%	i	-18%	0.0%
11	-9%	i	-1%	-0.3%
12	3%	.	-5%	0.9%
13	4%	i	-2%	-1.0%
14	-13%	i	1%	-0.8%
15	.	.	?	.
16	7%	i	-2%	-0.9%

Fetched by compound from the list above (5):
No.	mol	Mm-Cpn inhibitor	CCT modulator	Nrf2 block	HepG2 viability	TGFb SMAD3 inh
3	COc1ccc(N/C=C\C(=O)c2ccc3ccccc3c2)cc1	-1%	0.8	?	1%	7%
5	O=C(NCc1nc2cccnc2n1Cc1ccc(F)cc1)c1ccccc1C(F)(F)F	.	.	.	-3%	?
11	COc1cccc(C(=O)NCCS(=O)(=O)NCc2ccc3c(c2)OCO3)c1	0%	-0.9	3%	2%	13%
13	CC(/C=C1\SC(=S)N(CCC(=O)Nc2ccccc2O)C1=O)=C\c1ccccc1	-8%	-1.2	-15%	11%	-21%
1	CCN(CC)C(=O)CSc1nnc([C@@H](N)C(C)C)o1	0%	-0.8	2%	-2%	2%

No.	Abeta yeast res	pAkt inh	A549 viability	Nrf2 activator
3	4%	i	-8%	2.4%
5	-12%	.	3%	0.5%
11	-9%	i	-1%	-0.3%
13	4%	i	-2%	-1.0%
1	-10%	i	-10%	-0.5%

Further results
No.	mol	Mm-Cpn inhibitor	CCT modulator	Nrf2 block	HepG2 viability	TGFb SMAD3 inh
17	Cc1nc(=O)c(-c2ccccc2)c(C)n1CCCO	2%	-2.6	0%	0%	2%
18	CC(C)C(=O)Nc1ccc(-c2ccc3nncn3n2)cc1	-3%	2.0	5%	-16%	-8%
19	CC1CCN(CCc2nc3cc(NC(=O)COc4ccc(Cl)cc4)ccc3n2C)CC1	2%	-1.4	?	-81%	?
20	COC(=O)c1cnc(Nc2nc(C(N)Cc3ccccc3)cs2)nc1C(F)(F)F (centres undefined)	.	1.3	.	-102%	?
21	Nc1c(C(=O)O)sc2nc(-c3ccccc3)c3c(c12)CCCC3	-4%	-1.4	-5%	1%	6%
22	CCc1ccc(-c2ccc(SCc3ccccn3)nn2)cc1	2%	-1.3	8%	-24%	4%
23	O=C(NCCO)C(=O)NCC(c1cccs1)S(=O)(=O)c1ccc(F)cc1 (centres undefined)	.	0.1	.	6%	1%
24	Cc1ccc(C)c(Cn2nnc(C(=O)Nc3ccc4c(c3)OCCO4)c2N)c1	-1%	-0.5	6%	-9%	10%

No.	Abeta yeast res	pAkt inh	A549 viability	Nrf2 activator
17	-7%	i	-2%	-0.3%
18	-6%	i	1%	3.2%
19	4%	i	-20%	7.3%
20	-9%	i	.	-3.4%
21	-7%	i	7%	-0.6%
22	19%	i	0%	4.0%
23	2%	i	.	0.1%
24	3%	i	1%	3.6%

New compounds follow:
No.	mol	Mm-Cpn inhibitor	CCT modulator	Nrf2 block	HepG2 viability	TGFb SMAD3 inh
25	Cc1cccnc1CCNC(=O)c1ccc(OC2CCN(Cc3ccccn3)CC2)cc1	-1%	1.1	18%	-8%	-15%
26	O=C(COC(=O)c1ccc(F)c(S(=O)(=O)N2CCOCC2)c1)NCCc1ccc(F)cc1	-2%	-0.6	1%	6%	3%
27	COCCCNC(=O)c1ccc2c(c1)N(Cc1ccccc1F)C(=O)c1ccccc1S2=O (centres undefined)	.	.	-24%	5%	22%
28	COCCCNC(=O)c1cc2cc([N+](=O)[O-])cc(OC)c2oc1=O	2%	-0.9	2%	5%	7%
29	Cc1ccccc1OC(C)C(=O)Nc1ccc2c(c1)OCCO2 (centres undefined)	3%	-0.7	15%	-1%	13%
30	O=C(NCC(=O)N1CCCC1)c1ccc(Br)o1	-1%	0.7	12%	-1%	-20%
31	COC(=O)Nc1ccc(S(=O)(=O)N2CCCC(C(=O)Nc3cccc4c3OCCO4)C2)cc1 (centres undefined)	2%	-1.2	-26%	-8%	1%
32	COc1cc2c(cc1OC)C(C)N(C(=O)c1sc(-c3cnccn3)nc1C)CC2 (centres undefined)	-1%	-0.6	29%	-164%	0%

No.	Abeta yeast res	pAkt inh	A549 viability	Nrf2 activator
25	-16%	i	-9%	-0.6%
26	-13%	i	13%	0.0%
27	2%	.	1%	0.3%
28	-11%	i	-3%	2.6%
29	15%	i	5%	-0.7%
30	8%	i	0%	-0.1%
31	2%	i	6%	0.1%
32	1%	i	6%	4.8%

(more compounds)
No.	mol	Mm-Cpn inhibitor	CCT modulator	Nrf2 block	HepG2 viability	TGFb SMAD3 inh
33	CCC(C)[C@H](NC(=O)NCc1ccccc1Cl)C(=O)OC (some centres undefined)	-1%	0.8	-16%	9%	6%
34	Cc1ccc(S(=O)(=O)CC(CN2CCCCC2)N2CCCCC2)cc1 (centres undefined)	-5%	-1.0	?	-93%	16µM*
35	CC1(C)CC(=O)C2=C(C1)OC(N)=C(C#N)C21CCC2(CC1)OCCO2	.	-4.0	-3%	2%	0%
36	O=C(CCCOc1ccccc1)NCC1CCCO1 (centres undefined)	-1%	-0.7	8%	-19%	-3%
37	COc1ccc(CCNC(=O)COC(=O)COc2c(C)cc(C)cc2C)cc1OC	-13%	-1.6	-8%	-3%	0%
38	O=C(c1ccco1)N1CCN(C(=O)c2[nH]ncc2[N+](=O)[O-])CC1	0%	0.5	-6%	-10%	9%
39	O=C(NCCc1ccccc1)Nc1cccc(Cl)c1	1%	-0.6	17%	-19%	-6%
40	O=C(CN1C(=O)N/C(=C\c2ccccc2OCc2ccc(C(=O)O)cc2)C1=O)Nc1ccccc1F	2%	0.4	8%	-6%	?

No.	Abeta yeast res	pAkt inh	A549 viability	Nrf2 activator
33	13%	i	14%	-0.1%
34	-20%	i	?	-3.3%
35	9%	i	-1%	0.2%
36	11%	i	-14%[1.84 µM]	-0.8%
37	1%	i	1%	-0.3%
38	5%	i	5%	0.2%
39	-9%	i	-2%	0.2%
40	-13%	i	10%	-0.9%

Other compounds follow:
No.	mol	Mm-Cpn inhibitor	CCT modulator	Nrf2 block	HepG2 viability	TGFb SMAD3 inh
41	COCCCNC(=O)C(=O)NCC1CCCN1S(=O)(=O)c1cccs1 (centres undefined)	1%	-1.2	-4%	9%	6%
42	Nc1ccc2nn(-c3ccccc3)nc2c1	-5%	0.6	?	-23%	-28%
43	Cc1ccc([N+](=O)[O-])cc1-c1ccc2cccc(C)c2n1	-1%	2.0	2%	-19%	0%
44	O=c1[nH]c2ccccc2c(=O)n1CCCO	0%	2.9	-17%	-3%	10%
45	O=C(CSc1nnnn1-c1ccccc1)c1cc2ccccc2oc1=O	0%	-3.2	25%	4%	-8%
46	Cc1cc(C)nc(SCc2cnc(C)nc2N)n1	-3%	-2.0	1%	-4%	22%
47	Cc1ccc(CCNC(=O)Cn2ncc3c(=O)oc4ccccc4c32)cc1	.	.	2%	-13%	-6%

No.	Abeta yeast res	pAkt inh	A549 viability	Nrf2 activator
41	2%	i	2%	0.0%
42	-22%	i	-1%	5.5%
43	-4%	i	9%	3.4%
44	-6%	i	13%	0.5%
45	-1%	i	0%	2.9%
46	-3%	i	-8%	-0.6%
47	-9%	.	5%	0.0%

Screening results: PubChem, National Center for Advancing Translational Sciences (NCATS)
